# LmPK inh: blocks Leishmania mexicana pyruvate kinase activity. Q27686. purified LmPK, Kinase-Glo ATP luminescence, 1 h. Potency, µM (series often up to 57.5 µM), inactives show top-dose activity change, negative = inhibition, hits mostly inhibitors. 0.37% of 290,000 active; note: potency is the fitted concentration of half-maximal effect
# Target sequence (Q27686 whole entry, looked up): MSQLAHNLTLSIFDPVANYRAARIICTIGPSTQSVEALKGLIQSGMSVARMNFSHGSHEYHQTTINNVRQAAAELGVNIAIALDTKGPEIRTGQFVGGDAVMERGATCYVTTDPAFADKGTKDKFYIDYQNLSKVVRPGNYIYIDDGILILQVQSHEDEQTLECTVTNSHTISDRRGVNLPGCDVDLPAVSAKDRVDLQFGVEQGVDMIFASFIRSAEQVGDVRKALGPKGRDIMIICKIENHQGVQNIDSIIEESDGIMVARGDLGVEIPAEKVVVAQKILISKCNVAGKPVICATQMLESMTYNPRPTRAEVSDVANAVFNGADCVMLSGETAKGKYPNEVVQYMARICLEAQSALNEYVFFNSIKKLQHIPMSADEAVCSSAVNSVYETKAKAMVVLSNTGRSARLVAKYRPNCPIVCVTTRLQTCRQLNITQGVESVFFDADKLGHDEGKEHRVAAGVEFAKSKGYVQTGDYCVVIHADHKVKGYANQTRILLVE
#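 qHTS format; LmPK 0.1 nM; substrates PEP 0.5 mM and ADP 0.1 mM. One-hour room-temperature incubation, then coupled luciferase luminescence; 0.5 nM enzyme wells mark activation.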
# AMA1 RON2 block: disrupts binding of P. falciparum AMA1 to RON2 | AlphaScreen AMA1-biotinylated RON2 peptide binding | Potency, µM (top dose mostly 58.2 µM), for inactives: at the highest dose activity change, negative = inhibition, actives largely listed as inhibitors | 0.2% of 360,000 active | AID 720542;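 note: potency is the fitted concentration of half-maximal effect; 0% = vehicle wells and -100% = peptide control; nearly all actives have a fitted effect of over 45% in size; some results filed as inactive show a strong effect at the top dose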
#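 AMA1 (3D7) with his tag at 25 nM final met compounds first, then biotinylated RON2 peptide at 25 nM; detection used donor plus acceptor beads, 10 µg/mL apiece, read by AlphaScreen after 30 min at room temperature.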
# AmpC inh no detg: inhibitors of E. coli AmpC beta-lactamase without detergent; Potency, µM (top dose mostly 57.1 µM), inactives show at the top dose activity change, negative = inhibition, usual class: inhibitors; AmpC nitrocefin hydrolysis, absorbance 480 nm, 0.0001% Triton; P00811; 0.52% of 330,000 active;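 note: potency is the fitted concentration of half-maximal effect; plate controls were no compound for no effect and no enzyme for full effect; nearly all actives have a fitted effect of over 20% in size; some results filed as inactive show a strong effect at the top dose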
# Target sequence (P00811 whole entry, looked up): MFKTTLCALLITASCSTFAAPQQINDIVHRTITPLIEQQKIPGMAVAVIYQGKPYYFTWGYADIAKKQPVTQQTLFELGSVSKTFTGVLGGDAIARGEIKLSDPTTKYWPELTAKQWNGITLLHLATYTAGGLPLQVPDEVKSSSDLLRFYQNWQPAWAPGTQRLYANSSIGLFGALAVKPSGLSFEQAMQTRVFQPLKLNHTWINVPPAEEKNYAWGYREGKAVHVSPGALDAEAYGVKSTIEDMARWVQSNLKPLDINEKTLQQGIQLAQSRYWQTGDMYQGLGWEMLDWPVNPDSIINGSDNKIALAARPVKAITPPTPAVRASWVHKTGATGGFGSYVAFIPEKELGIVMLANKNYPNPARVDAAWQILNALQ
#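 20 mM phosphate pH 7.0 + 0.01% (detergent screen) or 0.0001% Triton X-100; 5.3 nM AmpC reagent; cpd preinc 15 min RT; nitrocefin (800 uM stock) to start; A480 q20 s × 4 min; Activity was normalised to no-enzyme and no-compound control wells.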
# Tb PYK inh: inhibitors of Trypanosoma brucei pyruvate kinase | Q57TT1 | TbPYK enzyme, Kinase-Glo Plus ATP luminescence, 45 min | Potency, µM (titrated, usually from 76.8 µM), inactives show at the top dose activity, negative = inhibition, most hits filed as inhibitors | 0.12% of 410,000 active; note: potency is the fitted concentration of half-maximal effect; nearly all actives have a fitted effect of over 50% in size
#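 Luminescence from Kinase-Glo Plus, added after a 45-minute room-temperature reaction, served as the end-point read-out. The enzyme and substrate were preincubated with compound before ADP (130 uM final) initiated turnover. Concentration-effect curves came from normalized qHTS data.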
# Sm TGR block: inhibitors of Schistosoma mansoni thioredoxin glutathione reductase | Q962Y6 | purified TGR, DTNB reduction, TNB absorbance 405 nm | Potency, µM (titrated, usually from 114 µM), inactives show top-dose activity change, negative = inhibition, usual class: inhibitors | 3% of 360,000 active; note: potency is the fitted concentration of half-maximal effect; nearly all actives have a fitted effect of over 60% in size
#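 Kinetic colorimetric format: TGR-catalysed, NADPH-driven DTNB reduction monitored via TNB absorbance. Enzyme dispensed at 20 nM; compound exposure 15 min at room temperature before reaction start.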
# HCMV antiviral: inhibitors of human cytomegalovirus. activity change, negative = inhibition, % at 57.5 µM. HFF cells, HCMV-luciferase reporter, 72 h; stronger effect = lower value. AID 1259415. 4.5% of 410,000 active; in the data active = activity change below about -60%; inconclusive = no clear call, values can overlap the other calls; inactive = above about -39%
#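 Human foreskin fibroblasts infected with luciferase-reporter HCMV at MOI 1 PFU/cell, compounds at two doses. Luciferase measured 72 h post infection; normalized to buffer-only basal and Salinomycin (10uM) controls.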
# AmpC inh detg: blocks E. coli AmpC beta-lactamase in detergent assay. P00811. AmpC hydrolysis of nitrocefin, absorbance 480 nm, 0.01% Triton. Potency, µM (top dose mostly 114 µM), without a hit: at the top dose activity change, negative = inhibition, usual class: inhibitors. 0.041% of 370,000 active;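 note: potency is the fitted concentration of half-maximal effect; 0% = no-compound wells and -100% = no-enzyme wells; nearly all actives have a fitted effect of over 25% in size; some results filed as inactive show a strong effect at the top dose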
#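 AmpC (5.3 nM in the dispensed reagent) in 20 mM phosphate pH 7.0 with 0.01% (detergent screen) or 0.0001% Triton X-100 was preincubated with compounds for 15 min at room temperature. Nitrocefin was then added from an 800 uM solution, and hydrolysis was followed at 480 nm.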
# An asterisk follows results filed as active; ? = inconclusive; nt = no result given; [ ] = remark or other dose. Unless noted, calls come from the whole dose curve; as a rule, active = well fitted curve in the direction sought with a large enough effect; inconclusive = small, poorly fitted or top-dose-only effect, or another doubt; inactive = no such curve, though single readings can be large; an effect the other way counts as inactive or inconclusive. Unless noted, % is set by controls: 0 for no effect and ±100 for the full control effect.
compound	LmPK inh	AMA1 RON2 block	AmpC inh no detg	Tb PYK inh	Sm TGR block	HCMV antiviral	AmpC inh detg
C[C@@H]1CN([C@@H](C)CO)C(=O)CCCn2nncc2CO[C@H]1CN(C)Cc1ccccc1	nt	10%	nt	-4%	nt	-1	nt
CC(NC(=O)CSc1nc(-c2cccc(Cl)c2)nc2cc(=O)[nH]n12)c1nc2ccccc2n1C (stereo not given)	nt	nt	nt	0%	-2%	10	2%
Cc1ccc(C)c(S(=O)(=O)N2CC(=O)N(CCc3ccccc3)C(=O)C2)c1	3%	-24%	-19%	6%	0%	25	?
CC(=O)NCCSC(=O)c1ccc(F)cc1	-5%	-1%	-10%	1%	2%	17	4%
CC(C)C(=O)Nc1ccc(S(=O)(=O)N2CCC(c3nc4ccccc4[nH]3)CC2)cc1	nt	-8%	-19%	8%	-5%	-4	?
CCCC(CCC)C(=O)Nc1ccncc1	3%	?	-2%	-20%	3%	6	-1%
COc1ccc(C2CC(c3cccs3)=NN2C(=O)CSC2=NCCS2)cc1 (stereo not given)	-3%	-3%	4%	0%	1%	?	1%
Cc1cc(C)c(C)c(C(=O)CSc2nnc(C)c(=O)[nH]2)c1C	2%	nt	-8%	nt	0%	nt	?
C=C(C)CC(c1ccccc1)N(C(C)=O)c1ccco1 (stereo not given)	-3%	2%	2%	2%	-6%	-3	0%
COc1cccc(C(=O)N(CN2CCCC2=O)c2ccccc2OC)c1	-1%	33%[activator]	-1%	1%	22%	-11	-9%
CCC(=O)N1c2ccccc2CC1C(=O)NCCCN1CCN(c2ccccc2)CC1 (stereo not given)	nt	nt	nt	0%	1%	29	4%
CCC(=O)N1CCc2cc(Br)cc(S(=O)(=O)CCC(=O)NCCOC)c21	-5%	-6%	-12%	6%	4%	-84*	?

# The closing two compounds of the section before are carried over, then new ones follow:
compound	LmPK inh	AMA1 RON2 block	AmpC inh no detg	Tb PYK inh	Sm TGR block	HCMV antiviral	AmpC inh detg
CCC(=O)N1c2ccccc2CC1C(=O)NCCCN1CCN(c2ccccc2)CC1 (stereo not given)	nt	nt	nt	0%	1%	29	4%
CCC(=O)N1CCc2cc(Br)cc(S(=O)(=O)CCC(=O)NCCOC)c21	-5%	-6%	-12%	6%	4%	-84*	?
CC1=C(C(=O)OCc2ccccc2)C(c2cccs2)NC(=O)N1CCCC(=O)O (stereo not given)	-3%	13%	-8%	-9%	1%	?	-14%
CN(C)CCN(Cc1ccco1)C(=O)c1cc2c(Cl)nc3ccccc3c2s1	1%	-13%	-7%	-9%	71%[activator]	?	7%
CC(C)COc1ccc(C(=O)Nc2ccccc2[N+](=O)[O-])cc1	-10%	-2%	-16%	-3%	-3%	-25	-11%
NC(=O)c1cccc(C[C@H](C(=O)O)N2C(=O)c3ccc(C(=O)O)cc3C2=O)c1	nt	nt	-7%	nt	-6%	nt	?
CC(=O)N1CCCc2cc(S(=O)(=O)N3CCC(C(=O)NCCC(C)C)CC3)ccc21	nt	nt	nt	0%	1%	6	-6%
Cc1ccc(NC(=O)C(C)Sc2nnc(C3CC3)n2C2CC2)cc1S(=O)(=O)N1CCOCC1 (stereo not given)	nt	8%	143%[activator]	-11%	1%	-33	0%
O=C(c1ccco1)N1CCN(Cc2csc(-c3ccccc3Cl)n2)CC1	-3%	-12%	163%[activator]	-2%	50µM*	21	15%
O=C(COc1ccccc1)N1CCNC1=O	1%	1%	-19%	-14%	11%	33	9%
CN(C)CCN(Cc1cc2cc3c(cc2nc1Cl)OCO3)C(=O)c1ccco1	-1%	1%	-7%	-5%	-18%	26	3%
CN(C)CCN(C(=O)c1ccco1)c1nc2cc3c(cc2s1)OCCO3	8%	-10%	-9%	-6%	-1%	149	-7%
CCOc1cccc(CC(=O)N2CCc3c([nH]c4ccccc34)C2c2ccc(C)cc2)c1OCC (stereo not given)	nt	nt	nt	2%	3%	-22	0%
COCCC(=O)N1CCC(Oc2ccc(C(=O)N3CCC[C@H]3CO)cc2)CC1	-8%	1%	1%	1%	0%	11	-3%

compound	LmPK inh	AMA1 RON2 block	AmpC inh no detg	Tb PYK inh	Sm TGR block	HCMV antiviral	AmpC inh detg
O=C1NC2(Nc3ccccc31)C(=O)Nc1ccccc12 (stereo not given)	-3%	7%	-31%	-6%	-27%	38	?
CC(=O)c1ncnn1CC(=O)c1ccc(Cl)cc1Cl	2%	0%	-32%	2%	0%	9	-6%
FC(F)(F)c1ccc(CN2C[C@@H]3C(c4ccc(Cl)nc4)C4(c5cccnc5)CC3(C4)[C@H]2c2ccccc2)cc1 (stereo not given in full)	0%	-14%	60%[activator]	-7%	?	-67*	-2%
Cc1nc(N2CCCCC2C)c2c(C)c(C(=O)Nc3ccccc3C(F)(F)F)sc2n1 (stereo not given)	-2%	8%	37%	-2%	1%	5	0%
CCC(=O)Nc1nc2ccccc2n1CCN1CCOCC1	12%	45%[activator]	-7%	-4%	-5%	-21	?
COc1ccccc1OCC(=O)NCC1(N2CCOCC2)CCCCC1	nt	nt	nt	1%	0%	106	2%
CCc1cccc(C)c1NC(=O)C(c1ccccc1)N1CCC1=O (stereo not given)	4%	-6%	-8%	4%	7%	43	-7%
CN(C)c1ccc(C(CC(=O)O)C(=O)O)cc1 (stereo not given)	0%	-25%	-6%	-5%	1%	11	8%
Cc1cc(C)cc(Oc2ccc(C(F)(F)F)cc2C#N)c1	-4%	37%[activator]	-15%	2%	3%	65	2%
Cc1cc(NC(=O)CSCc2ccc([N+](=O)[O-])cc2)no1	6%	4%	-30%	-1%	4%	-27	2%
CCC(C)[C@H]1CNC(=S)N1CCC12CC3CC(CC(C3)C1)C2 (stereo not given in full)	9%	13%	-27%	2%	3%	-79*	9%
Fc1ccc(Nc2ncnc3sccc23)cc1	-3%	10%	-19%	6%	-2%	-36	6%

compound	LmPK inh	AMA1 RON2 block	AmpC inh no detg	Tb PYK inh	Sm TGR block	HCMV antiviral	AmpC inh detg
COc1ccc(CNC(=O)C(C#N)c2nc3ccccc3nc2N2CCN(C)CC2)cc1 (stereo not given)	2%	-10%	2%	3%	0%	17	2%
Cc1ccccc1C1=NCC(=O)N(CC(=O)NCc2ccco2)c2sc3c(c21)CCCC3	2%	-6%	55%	1%	-89%	?	-12%
CCOc1ccc2nc(N3CCCC(C(=O)NCCCN4CCCCC4)C3)sc2c1 (stereo not given)	-13%	-3%	66%[activator]	-1%	-9%	0	-10%
CCn1c(/C=N/NC(=O)c2ccc(OC)cc2)nc2ccccc21	1%	68%[activator]	?	-13%	-8%	?	-10%
O=C(Cn1ncc2c3ccccc3n(Cc3ccccc3F)c2c1=O)NC1CCCCCC1	nt	nt	nt	-1%	-2%	6	1%
CCCNC(=O)N1CCN(C(=O)NCCC)CC1	-1%	6%	-10%	2%	6%	-20	0%
CCc1[nH]nc(C(=O)N/N=C/c2ccncc2)c1C	-17%	37%[activator]	-15%	-1%	1%	77	1%
O=C(O)CCN1CCN(S(=O)(=O)c2ccc3ccccc3c2)CC1	-1%	8%	-17%	2%	5%	-9	1%
C[C@@H]1CN([C@@H](C)CO)S(=O)(=O)c2ccc(Br)cc2O[C@H]1CN(C)C(=O)C1CCOCC1	nt	6%	nt	2%	nt	-9	nt
O=C(c1cccc(-n2cnnn2)c1)N1CCOCC1	-1%	23%	nt	3%	4%	17	-1%
O=C(Cn1sc2ccccc2c1=O)NC12CC3CC(CC(C3)C1)C2	25%	1%	-16%	?	2%	nt	?
O=C(NCc1ccc(F)cc1)Nc1nnc([C@@H]2C[C@H](O)[C@@H](CO)O2)s1	nt	0%	nt	-3%	nt	-1	nt

compound	LmPK inh	AMA1 RON2 block	AmpC inh no detg	Tb PYK inh	Sm TGR block	HCMV antiviral	AmpC inh detg
COc1ccccc1CNS(=O)(=O)CCNC(=O)c1ccccc1	nt	-3%	?	3%	-6%	13	-17%
CCN1CCN(S(=O)(=O)c2ccc(Cl)c(C(=O)Oc3ccc(CC(=O)OC)cc3)c2)CC1	nt	-1%[11.6 µM]	nt	2%	nt	0	nt
O=C(Cc1ccccc1)NCC(=O)Nc1ccc(OC(F)(F)F)cc1	-4%	-14%	-16%	1%	-8%	1	2%
O=C1/C(=C/c2ccc(O)cc2)COc2ccccc21	-9%	?	-15%	?	?	-14	-2%
CCn1nnc(-c2ccccc2NC(=O)c2cnccn2)n1	nt	87%[activator]	nt	-9%	nt	-6	nt
O=C(NCCc1ccccc1)C1CC(=O)N(C2CCCCC2)C1 (stereo not given)	-3%	-21%	-6%	5%	-19%	26	7%
CC(C)Oc1ccc(CNC(=O)c2ccc3nc(Cc4ccccc4)oc3c2)cc1	nt	nt	nt	-3%	2%	7	25%
COC(=O)c1cc2oc(C)cc2n1Cc1ccc(C)cc1	nt	nt	nt	-20%	-29%	-5	2%
O=C(COC(=O)c1ccc(O)cc1)NCC1CCCO1 (stereo not given)	-5%[11.5 µM]	8%	-22%	5%	64%[activator]	19	2%
Cc1cc(C(=O)CCC(=O)Nc2ncccc2C)c(C)s1	nt	4%	-31%	-2%	?	-13	-10%
CCCCCC(=O)Nc1ccc(N2CCN(CC)CC2)c(Cl)c1	-3%	15%	-11%	3%	-1%	60	-14%
CCOC(=O)[C@]12CCCC=C1N(Cc1ccc3c(c1)OCO3)C(=O)[C@H](CC(=O)NCc1cccs1)C2	nt	-6%	nt	5%	nt	6	nt

compound	LmPK inh	AMA1 RON2 block	AmpC inh no detg	Tb PYK inh	Sm TGR block	HCMV antiviral	AmpC inh detg
COc1ccc(S(=O)(=O)N2CCN(c3ccccc3)CC2)cc1-c1noc(C)n1	nt	nt	nt	-2%	-17%	?	-1%
O=C(N[C@H]1C/C=C\C[C@H](CC(=O)N(CCO)Cc2ccccc2)C(=O)NC[C@H](c2ccccc2)OC1=O)OCC1c2ccccc2-c2ccccc21	nt	19%	132%[activator]	0%	nt	nt	nt
C=CCC[C@H](Cc1ccc(F)cc1)C(=O)OC[C@@H](C)NC(=O)[C@H](CC=C)CC(=O)N(CCO)Cc1ccccc1	nt	-4%	230%[activator]	2%	nt	-8	nt
CCOC(=O)c1sc2ccc(S(=O)(=O)N3CCCCC3)cc2c1N	6%	17%	-15%	-11%	-24%	?	-14%
CCN(CC(=O)Nc1ccc(Br)cc1F)CC(=O)NC1CCS(=O)(=O)C1 (stereo not given)	nt	25%	-15%	-2%	0%	4	-3%
CC(=O)Nc1ccc(NC(=O)Cc2sc(-c3cccnc3)nc2-c2ccc(C)cc2)cc1	3%	-3%	-29%	-4%	nt	-25	6%
CCOc1ccc(S(=O)(=O)NCc2cccnc2)cc1C(C)C	10%	-3%	13%	-2%	1%	-20	-18%
O=c1[nH]c(Cc2ccccn2)nc2scc(-c3ccc(Cl)cc3)c12	-2%	19%	-34%	-10%	nt	-22	-1%

# Screening results deposited in PubChem by National Center for Advancing Translational Sciences (NCATS).
